# RmlCD inh 1536: M. tuberculosis RmlC/RmlD inhibition | P9WH09+P9WH11 | inhibition, % at 3.6 µM | AID 1533 | RmlC+RmlD coupled enzyme assay, percent inhibition; primary screen in compound mixtures | actives 0.03% (n = 160,000); in the data active = inhibition mostly above about 34%, no sharp cut-off; note: some results filed as inactive read as strong as hits
# Target sequence (P9WH09 whole entry, looked up): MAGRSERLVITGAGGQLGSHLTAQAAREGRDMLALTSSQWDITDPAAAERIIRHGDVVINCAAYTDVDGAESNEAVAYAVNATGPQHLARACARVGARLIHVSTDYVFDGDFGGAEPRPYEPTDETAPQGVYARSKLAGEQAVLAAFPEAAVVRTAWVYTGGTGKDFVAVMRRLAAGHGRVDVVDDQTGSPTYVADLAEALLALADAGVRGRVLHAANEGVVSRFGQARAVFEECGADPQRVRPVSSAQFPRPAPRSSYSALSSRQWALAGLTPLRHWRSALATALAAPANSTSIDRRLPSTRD
# Target sequence (P9WH11 whole entry, looked up): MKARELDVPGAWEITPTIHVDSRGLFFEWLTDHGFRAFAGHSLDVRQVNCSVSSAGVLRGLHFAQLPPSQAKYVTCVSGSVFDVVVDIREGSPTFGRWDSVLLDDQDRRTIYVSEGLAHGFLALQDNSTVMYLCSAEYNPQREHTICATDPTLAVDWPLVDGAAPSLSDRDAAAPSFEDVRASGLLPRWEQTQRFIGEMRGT
# M. tuberculosis GlmU: inhibition of mycobacterial GlmU enzyme – biochemical, glucosamine-1-phosphate acetyltransferase (AID 1376) | actives 0.25% (n = 220,000) | M. tuberculosis GlmU acetyltransferase enzyme assay; higher % means a stronger effect | one-dose inhibition, %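 (tested at 30 µM in the primary screen)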; IC50 in µM for titrated hits; in the data active = inhibition above about 13%;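 note: 0% = complete reaction with vehicle and 100% = reaction without substrate; strong numbers were not always called active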
# * hit, by the source's call; · = not tested or not shown.
SMILES,RmlCD inh 1536,M. tuberculosis GlmU
COc1ccc(-c2nc(C#N)c(NCC3CCCO3)o2)cc1OC (stereo unspecified),7,-3.7%
CCn1cc(C(=O)O)c(=O)c2cc(F)c(N3CCN(C(=S)Nc4ccccc4OC)CC3)cc21,·,-0.7%
CCn1cc([C@@H]2C[C@H]3CN(Cc4cccc(Cl)c4)C(=O)[C@]34CCCN24)cn1,·,-5.8%
CCC(NC(=O)Nc1nccs1)(C(F)(F)F)C(F)(F)F,·,-1.1%
CCOc1ccc(NN=C(C(=O)OC)C(=O)OC)c([N+](=O)[O-])c1,-6,-4.2%
CCOc1ccc(NC(=O)CCSc2nc3c(c(CC)c2C#N)C(=O)CC(C)(C)C3)cc1,-2,6.6%
N#Cc1ccc(CSCC(=O)NN=C2CCCC2)cc1,-10,-2.0%
COc1cccc([C@@H]2Oc3ccc(OC)cc3C(=O)[C@H]2OC(=O)Nc2cc(OC)c(OC)c(OC)c2)c1,·,2.4%
COc1ccc(Oc2c(C)oc3c(CN4CCOCC4)c(O)ccc3c2=O)cc1,5,3.6%
O=C(Nc1ccc(F)cc1F)N1CCCCC1c1cccnc1 (stereo unspecified),-8,1.7%
Cc1cc(Cl)ccc1OCC(=O)NCCCCc1ccccc1,-7,-2.8%
COc1ccc(C)cc1-n1c(SCC(=O)Nc2cccc(C(=O)O)c2)nc2ccccc2c1=O,-8,2.0%
COc1ccc2c(c1)C(=NN)c1cc(OC)ccc1-2,16,2.3%
O=C(Cc1c(Cl)cccc1Cl)OCC(=O)N1CCN(C(=O)c2ccco2)CC1,7,-0.5%
CSc1ccccc1Sc1cc(C(=O)O)c2ccccc2n1,8,6.6%
COc1ccc(-c2c(C)n([O-])c3c([n+]2=O)CCC3)cc1OC,8,1.8%
CC(NC(=O)/C=C/c1ccco1)c1nc2ccccc2n1Cc1cccc(Cl)c1 (stereo unspecified),10,-6.9%
O=C(CSc1nnc(-c2cccnc2)s1)Nc1ccc(C(=O)O)cc1,5,6.3%
CCOCCCNC(=O)c1[nH]c(C)c(C(C)=O)c1C,·,2.5%
COc1cc(OC)c2c(N)c(C#N)c(C(F)(F)C(F)(F)F)nc2c1,6,-1.1%
c1ccc(CCNc2nc3ccccc3s2)cc1,103,1.4%
CCc1ccc(OCCCOc2ccc(C=O)cc2)cc1,-4,-0.4%
Cc1cc(NC(=O)C2CC(=O)OC2c2ccccc2)no1 (stereo unspecified),4,1.9%
COc1ccc(OC)c(/C=N/NC(=O)CCN2CCN(C(c3ccccc3)c3ccccc3)CC2)c1,6,3.6%
N#Cc1c2c(c(NCc3cccnc3)n3c1nc1ccccc13)CCC2,-6,2.9%
COc1ccccc1NC(=O)Nc1nn(C)c2cccc(N(C)C)c12,-4,-2.0%
O=C1CCCC/C1=C/Nc1cccc(C(F)(F)F)c1,-6,1.3%
NNC(=O)CCS(=O)(=O)c1ccc2ccccc2c1,·,0.9%
COc1ccc(-c2nc(C#N)c(N3CCN(c4ccccc4)CC3)o2)cc1,·,1.4%
Nc1nnc(CC(=O)N/N=C/c2ccccc2OCc2ccc(F)cc2)s1,-2,1.1%
O=C(Cc1c(C(=O)O)[nH]c2ccccc12)NCCN1CCN(c2ccccc2F)CC1,-28,0.9%
C/C=C\C(=O)Nc1cccc(C2=NOC3(C2)C[C@@H](C(N)=O)N(C(=O)CCCCC)C3)c1 (stereo partly specified),·,0.4%
Cc1ccc(CN(C)CCc2ccccn2)cc1,3,0.3%
COc1ccc2c(c1)C(c1ccccc1)=NNC(c1ccco1)=N2,·,3.8%
CCOc1ccc(S(=O)(=O)N2CCN(c3ccccc3F)CC2)c2cccnc12,·,0.5%
Cc1ccc(Nc2nc(N)nc(CN3CCN(Cc4ccc5c(c4)OCO5)CC3)n2)c(C)c1,5,4.1%
O=C(COC(=O)CCC(=O)c1cccs1)NCc1ccccc1,-10,2.3%
Cc1ccc(Nc2ccc(S(=O)(=O)N3CCOCC3)cc2[N+](=O)[O-])cc1C,-8,-5.3%
CC(=O)Nc1c(Nc2ccccc2)c2ccccc2oc1=O,13,3.0%
COc1ccc(C2C(C(=O)Nc3ccc(OC)c(OC)c3)c3ccccc3C(=O)N2C)cc1 (stereo unspecified),-8,-3.5%
NC1=NC(=O)/C(=C/c2cccs2)S1,·,8.7%
O=C(NCc1ccc2c(c1)OCO2)c1cc(-c2ccccn2)nc2ccccc12,8,-5.4%
O=C(NCc1ccccc1)NC1(C(=O)N2CCN3CCCC3C2)CCCCC1 (stereo unspecified),·,2.2%
C/C(=N\NC(=O)c1cccnc1)c1nnn(-c2nonc2N)c1C,4,4.9%
CN(C)c1ccc(/C=N/NC(=O)C(=O)/C=C2\NC3(CCCC3)Cc3ccccc32)cc1,6,2.9%
CC(=O)C1=C(C)NC(=O)NC1c1cccc([N+](=O)[O-])c1O (stereo unspecified),5,2.1%
Cc1ccccc1C(=O)Nc1nnc(-c2cccnc2)o1,-4,0.1%
CCc1ccc(C(=O)NCc2cnn(C)c2)s1,-6,1.2%
O=[N+]([O-])c1ccc(COc2ccccc2/C=N/O)cc1,-8,1.2%
NS(=O)(=O)c1ccc(N/C=C\C(=O)c2cccc3ccccc23)cc1,10,-5.5%
CCN(CC)c1ccc(NC(=S)NC(=O)c2ccco2)cc1,8,-3.0%
CCc1ccc(NC(=O)c2cnc3n(c2=O)CCS3)cc1,-12,-5.9%
Cn1cccc1Cc1nnc(SCC(=O)Nc2ccc(F)cc2F)n1-c1ccc(F)cc1,-3,5.4%
C/C(Cn1nc([N+](=O)[O-])cc1C)=N\NC(=O)c1cccc(Br)c1,-4,2.3%
CCn1c2ccccc2c2cc(CC(N)=O)ccc21,-11,-0.5%
CCOC(=O)C(C)Oc1cccc2c(=O)n(CC(=O)Nc3cccc(OC)c3)ccc12 (stereo unspecified),8,-1.4%
CCCCNC(=O)c1ccc(/C=C2\Oc3ccccc3N(C)C2=O)cc1,3,-6.4%
CC(C)NC(=S)N=Nc1c(O)[nH]c2ccc(C(C)C)cc12,8,-2.9%
CCOc1cc(C(=O)Nc2ccc3c(c2)OCO3)ccc1OCCOc1ccccc1Cl,0,2.2%
CN1C(=O)N(C)C2C1N(C)S(=O)(=O)N2C (stereo unspecified),1,-3.9%
# The list continues:
SMILES,RmlCD inh 1536,M. tuberculosis GlmU
O=C(Nc1nnc(-c2ccc(Cl)cc2)o1)Nc1ccccc1F,10,-1.9%
NC(=S)N/N=C/c1ccc(-c2cc(Cl)c(Cl)cc2Cl)o1,4,0.9%
Cc1nc2nc(-c3ccc(Cl)cc3)nn2c(C)c1Cl,-5,·
CSc1ccccc1NC(=O)COc1ccccc1C,2,-1.1%
Cc1ccc(/C=N/NC(=O)c2cccs2)o1,10,-1.7%
O=C(NCc1ccco1)c1cc(-c2ccccn2)nc2ccccc12,·,-2.6%
COc1ccc(N(C(=O)c2ccco2)S(=O)(=O)c2cccs2)cc1,3,1.9%
CCOC(=O)C1(N(CC)CC)Sc2cc(C)ccc2NC1=O (stereo unspecified),13,·
Cc1ccc(-n2c(C)cc(/C=N/NC(=O)c3ccncc3)c2C)cc1C,9,-5.2%
S=C(Nc1ccc2nsnc2c1)NC1CCCCC1,12,-4.3%
COC(=O)C1CCN(c2c([N+](=O)[O-])cc(C(F)(F)F)cc2[N+](=O)[O-])CC1,·,-3.9%
CCCCNC(=O)Nc1ccccc1C(=O)NCCC,·,20%
Nc1ncnc2c1ncn2CCN1CCOCC1,2,-4.8%
O=c1[nH]c(SCc2ccc(F)cc2Cl)nc2ccccc12,2,0.7%
Cc1ccc(NC(=O)CNS(=O)(=O)c2cccs2)cc1F,·,1.6%
COc1cc(/C=N/NC(=O)Cn2cnc3c2c(=O)n(C)c(=O)n3C)cc(OC)c1OC,7,7.9%
Nc1nc(CSc2ccccc2)nc(N2CCCCC2)n1,8,-1.7%
COc1ncnc2c1oc1nc(CC(C)C)c3c(c12)CC(C)(C)OC3,6,-8.0%
CC(=O)Nc1cccc(C(=O)/C=C/c2ccc(F)cc2)c1,0,4.7%
CCSc1nnc(-c2cccnc2)n1-c1ccc(C)c(Cl)c1,·,-3.3%

# Sorted by SMILES length (smallest number first): some entries from above
SMILES,RmlCD inh 1536,M. tuberculosis GlmU
Cc1nc2nc(-c3ccc(Cl)cc3)nn2c(C)c1Cl,-5,·
NC(=S)N/N=C/c1ccc(-c2cc(Cl)c(Cl)cc2Cl)o1,4,0.9%
COc1ncnc2c1oc1nc(CC(C)C)c3c(c12)CC(C)(C)OC3,6,-8.0%

# As a short view, 2 of the compounds above.
SMILES,RmlCD inh 1536,M. tuberculosis GlmU
CC(=O)Nc1cccc(C(=O)/C=C/c2ccc(F)cc2)c1,0,4.7%
CCSc1nnc(-c2cccnc2)n1-c1ccc(C)c(Cl)c1,·,-3.3%

# Remaining list, next part
SMILES,RmlCD inh 1536,M. tuberculosis GlmU
C=CCN1C(=O)/C(=N/n2cnnc2)c2ccccc21,·,6.0%
CCCNC(=O)Cn1cnc2sc(C(=O)N3CCN(Cc4ccc5c(c4)OCO5)CC3)c(C)c2c1=O,-12,3.0%
NC(=O)NCc1ccc(C(=O)OCc2ccncc2)cc1,·,-2.3%
CCc1nn(C)c(-c2n[nH]c(=S)n2N)c1Cl,·,-2.6%
O=C(CSc1nnc(CNC(=O)c2cccs2)o1)NCc1ccc(F)cc1,8,2.4%
CCOC(=O)C1=C(O)CSC1=Nc1ccc(Cl)cc1,60,0.1%
COc1ccc([N+](=O)[O-])cc1NC(=S)Nc1ccccc1,·,1.0%
COc1cccc(NC(=O)CN2C(=O)NC(C)(CCC(C)C)C2=O)c1 (stereo unspecified),9,5.6%
CCCn1c(SCC(=O)NCc2ccccc2)nnc1-c1ccncc1,10,0.8%
CC(C)CC(C(=O)O)C(C)CC(=O)Nc1ccn(-c2ccccc2)n1 (stereo unspecified),-8,0.8%
O=C(Oc1c(Cl)cc(Cl)c2cccnc12)N1CCCCC1,-9,-1.4%
COC(=O)c1ccc(NC(=O)N2CCCC(C(=O)c3ccccc3OC)C2)cc1 (stereo unspecified),6,1.9%
CCCCOc1ccc(/C(N)=N/O)cc1,-8,-0.5%
Cc1ccc(NC(=S)Nc2ccc3nc(-c4ccccn4)c(-c4ccccn4)nc3c2)cc1C,-5,-1.3%
CCN(C(=O)COC(=O)c1ccccc1NC(=O)c1ccco1)C1CCS(=O)(=O)C1 (stereo unspecified),0,1.1%
Cc1ccccc1C1CC(c2ccc(F)cc2)Nc2nc(N)nn21 (stereo unspecified),·,-6.5%
CC1Oc2ccccc2C=C1/C=N/NC(=O)c1ccccc1 (stereo unspecified),·,-0.2%
Cc1ccc(OCC(=O)N(Cc2ccccc2)C(C)(C)C)c([N+](=O)[O-])n1,·,-0.5%
O=C(Nc1ccc(NC(=O)c2cc3ccccc3o2)cc1)c1ccc2c(c1)OCCO2,6,0.7%
Cc1ccc(OC(=O)N2CCOCC2)cc1,-5,1.3%
Cc1ccc(NC(=O)c2ccccn2)c(Br)c1,·,-4.6%
O=C(C1CCCN(CCCc2ccccc2)C1)N1CCCCC1 (stereo unspecified),5,2.5%
Cc1ccc(CN2C(=O)CCC2C(=O)NC(C)C)cc1 (stereo unspecified),·,0.4%
C/C(=N/NC(=O)CSc1nc2ccccc2n1C)c1ccc(O)cc1,-10,-4.3%
COc1ccccc1/C=C/C(=O)NCCC1=CCCCC1,9,2.3%
O=C(Cc1ccccc1F)Nc1ccc(SC(F)F)cc1,0,-3.8%
O=C(CCn1cnc2ccccc2c1=O)Nc1cccc(Cl)c1,0,4.3%
Cc1ccc2c(c1)sc1nc(=O)n(-c3ccc(Cl)cc3)c(=O)n12,·,2.1%
COc1ccc(C(C)=O)cc1CSc1nc2ccccc2c(=O)n1-c1ccccc1C,-11,1.7%
Cc1cc(Nc2ccc(Cl)cc2)nc(N)n1,·,0.3%
CCC1CCCCN1Cc1nc(Cc2ccccc2Cl)no1 (stereo unspecified),-6,3.7%
O=C(NCc1ccc(F)cc1)C1CCN(S(=O)(=O)N2CCCCC2)CC1,0,3.6%
CCOC(=O)N1CCC(n2c(SCC(=O)Nc3nccs3)nc3ccsc3c2=O)CC1,-9,3.8%
Cc1cccc(C(=O)Nc2cccc(OCC(=O)O)c2)c1,·,2.2%
O=C(Nc1ccc2c(c1)CCC2)c1ccccc1Br,10,-0.3%
CC1(C)CC(=O)C2=C(C1)N(CC1CCCO1)C(=O)C2(O)C(F)(F)F (stereo unspecified),0,3.3%
C[N+]1(C)CCC(OC(=O)C(O)(c2ccccc2)C2CCCC2)C1 (stereo unspecified),·,1.7%
NNC(=O)c1nc(-c2ccccc2)n2c1CCCCC2,-6,3.8%
O=C(NNC(=O)c1ccccc1-n1cccc1)c1ccc(Cl)c(Cl)c1,·,7.1%
Cc1ccc(-c2cc(C(F)F)n3ncc(C(=O)Nc4ccc(S(=O)(=O)Nc5ccccc5C)cc4)c3n2)cc1,8,-5.1%
NC(=O)CSc1nnc(COc2ccccc2)n1CCc1ccccc1,·,1.1%
CC(Sc1ccc2c(c1)OCCO2)C(=O)Nc1ccc(N2CCOCC2)cc1 (stereo unspecified),·,-6.9%
CN(C)c1ccc(/C=C2\SC(=O)N(CCc3nnc(N)s3)C2=O)cc1,6,-4.2%

# Structural class: those above with a thiophene ring, fused or not
SMILES,RmlCD inh 1536,M. tuberculosis GlmU
O=C(COC(=O)CCC(=O)c1cccs1)NCc1ccccc1,-10,2.3%
NC1=NC(=O)/C(=C/c2cccs2)S1,·,8.7%
CCc1ccc(C(=O)NCc2cnn(C)c2)s1,-6,1.2%
Cc1ccc(/C=N/NC(=O)c2cccs2)o1,10,-1.7%
COc1ccc(N(C(=O)c2ccco2)S(=O)(=O)c2cccs2)cc1,3,1.9%
Cc1ccc(NC(=O)CNS(=O)(=O)c2cccs2)cc1F,·,1.6%
CCCNC(=O)Cn1cnc2sc(C(=O)N3CCN(Cc4ccc5c(c4)OCO5)CC3)c(C)c2c1=O,-12,3.0%
O=C(CSc1nnc(CNC(=O)c2cccs2)o1)NCc1ccc(F)cc1,8,2.4%
CCOC(=O)N1CCC(n2c(SCC(=O)Nc3nccs3)nc3ccsc3c2=O)CC1,-9,3.8%

# Only part of the results is shown; the hit share may differ from the screen's.
